High-throughput results as filed in PubChem.
RmlCD inh mix – RmlC/RmlD inhibition, mixture screen. RmlC/RmlD coupled enzyme inhibition, 384-well mixture HTS. inhibition, % at 5.5 µM. actives 0.39% (n = 110,000); in the data active means inhibition above about 30%, passing the limit was not always enough; further: strong numbers were not always called active
RT RNaseH block – blocks HIV-1 RNase H cleavage of RNA/DNA duplex | actives 1.9% (n = 65,000) | P04585 | inhibition, % at 10 µM | RT-RNase H RNA/DNA duplex cleavage, fluorescence; in the data active means inhibition above about 50%
* = called active by the depositor; i = inactive; · = no result given. A portion of the library; count on the stated rates, not on these rows.

Under each structure: RmlCD inh mix | RT RNaseH block
Cn1cc(/C=C2/SC(=O)N(CC(=O)Nc3ccc4c(c3)OCO4)C2=O)c2ccccc21
→ 12 | ·
Cc1cccc(NC(=O)C2CCCN(S(=O)(=O)c3cccc4nsnc34)C2)n1 (stereo unspecified)
→ 9 | 3
CC(=O)N(C)c1ccc(OCC(O)COc2ccc(N(C)C(C)=O)cc2)cc1
→ 10 | -4
Cn1c(=O)c2cc(S(=O)(=O)NC(C(=O)Nc3cccnc3)c3ccccc3)ccc2n(C)c1=O (stereo unspecified)
→ -11 | 12
O=P1(NCc2ccco2)COc2ccccc2OC1
→ 4 | 2
Cc1ccc(N(CC(=O)NCc2ccco2)C(=O)CCC(=O)Nc2ccccn2)cc1C
→ -14 | 13
COc1ccc(-c2cc3ccc(OCc4nn[nH]n4)cc3oc2=O)cc1OC
→ 0 | 5
O=C1CCc2cc(S(=O)(=O)N3CCN(c4cccc(C(F)(F)F)c4)CC3)ccc2N1
→ 10 | -1
CN(c1cccc(NC(=O)CCSc2ccccc2)c1)S(C)(=O)=O
→ -11 | 1
CCOC(=O)N1CCC(NC(=O)C2CCN(S(=O)(=O)c3cccs3)CC2)CC1
→ -2 | -6
CNC(=S)NNC(=O)Cn1ccc(C)n1
→ -4 | ·
COC(=O)c1c(C(=O)OC)c(-c2ccc(C)cc2)n2c1CS(=O)(=O)C2
→ -3 | ·
Cc1ccc2c(c1)N(CC(=O)NCc1cccs1)C(=O)CO2
→ -8 | -14
O=C(NCCCN1CCCC1=O)C1CCN(S(=O)(=O)N2CCOCC2)CC1
→ 4 | -9
CCOC(=O)CCc1c(C)c(C#N)c2nc3ccccc3n2c1-n1cnc2ccccc21
→ 14 | ·

Filtered by structure: the entries above with a thiophene ring, fused or not.
Under each structure: RmlCD inh mix | RT RNaseH block
CCOC(=O)N1CCC(NC(=O)C2CCN(S(=O)(=O)c3cccs3)CC2)CC1
→ -2 | -6
Cc1ccc2c(c1)N(CC(=O)NCc1cccs1)C(=O)CO2
→ -8 | -14

Next records follow.
Under each structure: RmlCD inh mix | RT RNaseH block
Cc1ccc(-c2noc(CSc3nnnn3C3CCCCC3)n2)cc1
→ -7 | -64
CCOC(=O)c1ccc(N=Cc2nc3ccccc3n2C)cc1
→ -9 | -4
CC1(C)Cc2c(C#N)c(N3CCN(C(=O)c4ccco4)CC3)nc(-c3ccco3)c2CS1
→ -11 | 55*
CSc1ccc(C2C(C#N)=C(N)Oc3c2ccc(=O)c2c(C)oc(C)c32)cc1 (stereo unspecified)
→ 3 | 61*
O=C(CCCSc1nc2ccccc2[nH]1)NCc1ccco1
→ 6 | -13
Cc1cc(C)cc(NC(=O)C2CCCC2)c1
→ 9 | 1
O=C(Nc1ccccc1Cl)N1CCn2c(nc3ccccc32)C1
→ 4 | ·
COC(=O)c1cn(NC(=O)C2CCCO2)c(=O)c2ccccc12 (stereo unspecified)
→ 1 | 2
O=C(COc1ccc(F)cc1)Nc1ccc(-n2cnnn2)cc1
→ 2 | -5
CC(C)(C)c1cc(N/C=C\c2nnnn2-c2ccc(Br)cc2)no1
→ 158 | ·
Cc1ccc2c(c1)-c1c(cnn1CC(=O)N(Cc1ccco1)C1CCCCC1)CO2
→ 5 | ·
Cc1nc2sc(C(c3cccc(F)c3)N3CCC(C)CC3)c(O)n2n1 (stereo unspecified)
→ 9 | -4
Nc1cccc(C(=O)Nc2ccccc2Cl)c1
→ -12 | -6
CCN(CC)CCNC(=O)Cc1c(C(=O)O)n(C)c2ccccc12
→ 5 | 5
Cc1ccc2c(c1)N=C(c1ccc(Cl)cc1)CO2
→ -12 | ·
CCOC(=O)c1ccc(NS(=O)(=O)c2ccc3c(c2)oc(=O)n3C)cc1
→ 5 | -1
Cc1c(NC(=O)C23CC4CC(CC(C)(C4)C2)C3)c(=O)n(-c2ccccc2)n1C
→ 0 | 2
COc1cc(NC(=O)CC(C)C)ccc1NC(=O)c1ccco1
→ -12 | -3
Cc1noc(C)c1COc1cccc(C(=O)N2CCN(C/C=C/c3ccccc3)CC2)c1
→ 8 | -2
CN(C)CCOC(=O)C12CC3(C)CC(C)(CC(C)(C3)C1)C2
→ -11 | ·
O=C(CSc1nccn1-c1ccc(Cl)cc1)NCc1ccc2c(c1)OCO2
→ 13 | -35
Cc1c(C(=O)N2CC3(CC(c4cccc(NC(=O)CC(c5ccccc5)c5ccccc5)c4)=NO3)C[C@@H]2C(N)=O)cc([N+](=O)[O-])cc1[N+](=O)[O-] (stereo partly specified)
→ 13 | ·
Cc1cc2ccccc2n2c(SCC(=O)N3CCN(C(=O)c4ccco4)CC3)nnc12
→ · | -32
CCNC(=O)CCSc1nc2cc(Cl)ccc2o1
→ -6 | ·
Cc1noc(C)c1CN1C(=O)NC2(CCCCCCC2)C1=O
→ 1 | -4
COc1ccc(C2c3c(oc4ccc(Cl)cc4c3=O)C(=O)N2Cc2ccco2)cc1OC (stereo unspecified)
→ · | 94*
O=C(Cn1cc(C(=O)c2cccs2)c2ccccc21)NCC1CCCO1 (stereo unspecified)
→ -10 | -1
CCOC(=O)C1CCN(C(=O)Cn2cc(C(=O)C3CC3)c3ccccc32)CC1
→ -13 | -2
C=CCn1c(NCc2ccccc2)nc2ccccc21
→ 1 | 17
Cc1ccc(-c2nc3ccccc3c(=O)n2-n2cccc2)cc1
→ 5 | -1
O=C(Nc1cc(S(=O)(=O)N2CCOCC2)ccc1Cl)C(=O)c1c(-c2ccccc2)cc2ccccn12
→ -12 | ·
CCN1CCN(C(=O)C2CCN(Cc3nc(-c4ccc(Cl)cc4)oc3C)CC2)CC1
→ · | 3
CCCOc1c(Cl)cc(C(=O)Nc2ccc3c(c2)OCO3)cc1OCC
→ 0 | ·
COC(=O)c1cc2n(n1)CCN(Cc1ccc(F)cc1)C2=O
→ 8 | ·
COc1ccc(-n2c(COc3ccc(C)cc3)nnc2SCC(N)=O)cc1
→ 2 | 1
CCSc1nc2ccccc2n1C(=O)Oc1ccccc1
→ -8 | ·
CCn1cc(C(=O)NCc2ccc(OC)cc2OC)c(=O)c2ccc(C)nc21
→ · | -6
COCCNC(=O)CN1CCC(NC(=O)C(C)(C)C)CC1
→ 6 | ·
CCCn1c2c(c(O)c(C(=O)NC)c1=O)CCCC2
→ 0 | -15
COC(=O)c1[nH]c2ccc(C)cc2c1NC(=O)Nc1ccc(OC)cc1
→ -30 | ·
C=CCOC(=O)C1=C(C)Nc2nnnn2C1c1cccs1 (stereo unspecified)
→ 7 | ·
O=C(NCc1ccco1)c1ccc2snnc2c1
→ 4 | ·
CCOC(=O)c1ccc(S(=O)(=O)N2CCN(CC(=O)NC(=O)NC3CCCCC3)CC2)cc1
→ · | -3
CSc1ccccc1NC(=O)C1CCCO1 (stereo unspecified)
→ 4 | 20
Cc1cc(NC(=O)c2ccc(NC(=O)C(C)C)cc2)no1
→ 10 | ·
Cc1c(NC(=O)C2CC(c3c(F)cccc3Cl)=NO2)c(=O)n(-c2ccccc2)n1C (stereo unspecified)
→ 11 | 5
O=C(O)COc1ccc(-c2nnn(CC(=O)O)n2)cc1
→ -35 | -10
COc1ccc(SCCN2CCN(C)CCC2=O)cc1
→ -9 | ·
Cc1ccc(NC(=O)c2noc3c2CCCCC3)cc1C
→ · | 3
COc1ccc(C(=O)c2ccccc2)cc1Br
→ 7 | ·
O=C(Cn1cnc2ccccc2c1=O)NCCC(=O)Nc1ccc2c(c1)OCCO2
→ 7 | -1
CCN1CCN(C(C)C(=O)Nc2c(C)n(C)n(-c3ccccc3)c2=O)CC1 (stereo unspecified)
→ 10 | ·
C/C(=N/NS(=O)(=O)c1ccc(F)cc1)c1ccc(NC(=O)c2ccc(C)o2)cc1
→ 6 | ·
Cc1nn(Cc2ccc(C(=O)N3N=C(C(F)F)CC3(O)C(F)F)cc2)c(C)c1[N+](=O)[O-] (stereo unspecified)
→ 5 | ·
CCOc1ccccc1NC(=O)Cn1c(C)cc(COC)c(C#N)c1=O
→ 9 | 1
CCOC(=O)C1=C(C)Nc2nc(C)nn2C1c1ccc(OC)c(OC)c1 (stereo unspecified)
→ · | -6
Cc1ccc(-c2cc(C(F)F)n3ncc(C(=O)N4CCN5CCCC5C4)c3n2)cc1 (stereo unspecified)
→ -10 | 1
CCOCCn1c(SCc2c(F)cccc2Cl)nc2c1c(=O)[nH]c(=O)n2C
→ 6 | -9
O=C1Nc2ccc([N+](=O)[O-])cc2C1(O)N1CCCCCC1 (stereo unspecified)
→ -12 | ·
Cc1sc(NC(=O)c2ccco2)c(C(c2cccnc2)N2CCC(C)CC2)c1C (stereo unspecified)
→ -7 | ·

(further entries)
Under each structure: RmlCD inh mix | RT RNaseH block
C=CCNC(=O)NC(=O)COC(=O)/C(C#N)=C/c1cc(C)n(CCC(C)C)c1C
→ 30* | ·
Cc1ccccc1-n1nc2c(c1NC(=O)c1cccc(F)c1)CS(=O)C2 (stereo unspecified)
→ -14 | -5
O=C(CSCc1ccccc1)NC1CCSC1=O (stereo unspecified)
→ -69 | 2
CCOCCn1c(N(C)Cc2ccccc2)nc2c1c(=O)[nH]c(=O)n2C
→ 10 | -8
O=C(NCCO)c1ccc2[nH]c3c(c2c1)CCCC3
→ -11 | 6
COc1cccc(C2CC(c3ccccc3Cl)Nc3ncnn32)c1 (stereo unspecified)
→ · | -26
COc1ccc(C/C(N)=N/n2cnnc2)cc1Cl
→ 10 | -5
CC(CCc1ccccc1)NC(=O)CN1CCN(Cc2ccc(Cl)cc2)C1=O (stereo unspecified)
→ 10 | ·
N#Cc1ccc(-n2nccc2-c2cnc3n(c2=O)CCS3)cc1
→ 10 | ·
COc1ccc(C(=O)N2CCN(S(=O)(=O)c3ccc(Cl)cc3)CC2)cc1OC
→ -7 | ·
COC(=O)c1cc(=O)nc2sc(-c3ccccc3)nn12
→ -6 | 0
CCOc1ccc(C(C(=O)NC2CCCC2)N(Cc2ccccc2)C(=O)c2nsc(Cl)c2Cl)cc1 (stereo unspecified)
→ -62 | ·
O=C(CCc1ccccc1)Nc1nc2n(n1)C(c1ccccc1)CC(=O)N2 (stereo unspecified)
→ -10 | -17
CC1(C2(O)CC(c3ccccc3)ON2)CCCCC1 (stereo unspecified)
→ 5 | 2
O=C(NCc1ccc(Cl)cc1)c1cnn2ccccc12
→ 11 | ·

Given with each value named: entries from further up
O=C(CCc1ccccc1)Nc1nc2n(n1)C(c1ccccc1)CC(=O)N2 (stereo unspecified)
  RmlCD inh mix = -10
  RT RNaseH block = -17
CC1(C2(O)CC(c3ccccc3)ON2)CCCCC1 (stereo unspecified)
  RmlCD inh mix = 5
  RT RNaseH block = 2
CCOCCn1c(N(C)Cc2ccccc2)nc2c1c(=O)[nH]c(=O)n2C
  RmlCD inh mix = 10
  RT RNaseH block = -8
CCOc1ccc(C(C(=O)NC2CCCC2)N(Cc2ccccc2)C(=O)c2nsc(Cl)c2Cl)cc1 (stereo unspecified)
  RmlCD inh mix = -62
  RT RNaseH block = ·

The listing continues.
Under each structure: RmlCD inh mix | RT RNaseH block
COc1cc(CO)cc(Br)c1OCC(=O)N1CCCCC1
→ 19 | -23
O=C(Cc1cccc2ccccc12)Nc1nnc(-c2cccc([N+](=O)[O-])c2)s1
→ -12 | ·
CC1(C)CC(CCC(=O)Nc2ccc(S(N)(=O)=O)cc2)C(=O)O1 (stereo unspecified)
→ -15 | 0
NC(=O)c1ccc(-n2nnnc2Oc2ccccc2)cc1
→ -15 | -3
O=C(O)c1ccc(S(=O)(=O)N2CCC(c3nc(-c4ccccc4Cl)no3)CC2)cc1
→ 12 | -5
Cc1ccccc1NC(=O)N1CCCC(c2nc(-c3ccc(F)cc3)no2)C1 (stereo unspecified)
→ -9 | 2
CCCc1nn(C)c2c1C(c1cccnc1)C(C#N)=C(N)O2 (stereo unspecified)
→ -7 | 39
O=c1ccc2cc(S(=O)(=O)N3CCOCC3)ccc2o1
→ 8 | -17
CCC(c1nnnn1C(C)(C)C)N(CCOC)Cc1cc2cccc(C)c2n2nnnc12 (stereo unspecified)
→ 2 | -2
CCOC(=O)C1=C(CN2CCc3ccccc32)NC(=O)NC1c1cccc([N+](=O)[O-])c1 (stereo unspecified)
→ -1 | ·
CCC(=O)Nc1cc2c(cc1C(=O)c1ccccc1)OCCO2
→ 10 | -38
COc1ccccc1-c1cnnc(N/N=C/c2ccc(-c3cccc(Br)c3)o2)n1
→ -4 | ·
COc1cc2c(cc1NC(=O)c1cc(-c3cccnc3)nc3ccc(C)cc13)oc1ccccc12
→ 5 | ·
COC(=O)c1cccc(C(=O)Nc2ccc(C)cc2)n1
→ 2 | 1
CC(C)C[C@H](NC(=O)OC(C)(C)C)c1nnc(SCc2ccccc2)o1
→ 2 | ·
COc1cccc(NC(=O)c2nc3ncccn3n2)c1
→ · | -3
CC(=O)n1cc(/C=N/NC(=O)c2sc(C)nc2C)c2ccccc21
→ -5 | ·
Cc1sc2ncnc(N3CCCCC3)c2c1C
→ 5 | ·
CCCOc1ccc(C(=O)C(c2ccccc2)N2CCOCC2)cc1 (stereo unspecified)
→ 6 | -66
C[C@@H]1C[C@@H]2OC(=O)[C@]3(C)[C@H]2[C@@H](OC3(C)O)[C@]2(C)C(=O)CC[C@H]12 (stereo partly specified)
→ i | ·
O=C(O)Cc1ccc(NC(=O)C2CCCCC2C(=O)O)cc1 (stereo unspecified)
→ -10 | -2
O=C(CN1C(=O)CCC1=O)Nc1nc2c(F)cc(F)cc2s1
→ -94 | 4
c1ccc2c3c(cc(N4CCOCC4)c2c1)OC1(N2CCOCC2)CCCCC1O3 (stereo unspecified)
→ 10 | 0
COc1ccc(-c2nc3n(n2)C(c2ccncc2)C(C(N)=O)=C(C)N3)cc1 (stereo unspecified)
→ · | -15
CCOC(=O)c1ccc(N2C(=O)CC(N3CCOCC3)C2=O)cc1 (stereo unspecified)
→ -13 | -7
C=CCc1c(C)nc(C)nc1N/N=C/c1ccccc1
→ 9 | ·
